# SUMO HTRF inh = inhibitors of human SUMOylation (UBC9). 290,000 compounds, 0.36% hits. inhibition, % at 35 µM. HTRF SUMOylation assay, SAE1/SAE2 + UBC9, in vitro. P63279; in the data active = inhibition above about 50%, passing the limit was not always enough; also: strong numbers were not always called active
# MEKK2 mut-MEK5 = signal of MEK5 binding to mutant human MEKK2 PB1 domain. bead flow cytometry, Alexa488-MEK5 binding to MEKK2 mutant. percent response, % at 10 µM. 290,000 compounds, 0.35% hits; in the data active = percent response above about 24%, passing the limit was not always enough; also: inactives centre near 1; some results filed as inactive read as strong as hits
# CRFBP-R2 block = blocks CRF-induced signaling of the CRF-BP/CRF-R2 complex | HEK293 CRF-R2/CRF-BP, CRF-induced calcium fluorescence | 350,000 compounds, 0.59% hits | inhibition, % at 11.8 µM;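 active = inhibition of the ligand-induced calcium signal above about 50% at the single tested concentration, limit read from the data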
# HCV NS3 hel inh = blocks Hepatitis C virus NS3 helicase unwinding; NS3 helicase DNA unwinding, Cy5 molecular beacon fluorescence; inhibition, % at 10.9 µM; 290,000 compounds, 0.56% hits;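 active = inhibition above the mean of all tested compounds plus 3 SD, set per campaign, cut at about 35% in these data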;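 also: 0% = DMSO wells and 100% = thioflavine S control wells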
#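 System: NS3 helicase fragment of HCV / Schedule: 1 h at 25 °C / Control set: DMSO alone as 0% and 110 µM thioflavine S as 100% / Reagent: Cy5/quencher beacon DNA duplex and ATP to start / Technique: Cy5 fluorescence / Replication: singlicate / Evaluation: % inhibition of end-to-start signal ratio versus controls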
# CRFBP-R2 agonist = agonists of human CRF-binding protein/CRF-R2 receptor complex | HEK293 CRF-R2/CRF-BP, calcium dye fluorescence (FLIPR); percent of saturating CRF peptide response | activation, % at 13.2 µM | 350,000 compounds, 0.46% hits | AID 588473;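 active = activation of at least 50%, plus an integration ratio under a set limit after plate pattern correction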;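 also: plate controls were neutral control wells without compound for no effect and CRF at EC100 for full effect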
# FID counter = displaces DNA intercalator in HCV helicase counter-screen; 290,000 compounds, 0.17% hits; inhibition, % at 7.9 µM; DNA fluorescent intercalator displacement, fluorescence; in the data active = inhibition above about 37%;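 also: 0% = vehicle and 100% = reference compound; higher means more ethidium bromide displaced from hairpin DNA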
# GalR3 antag = human GalR3 antagonism; AID 651719; 360,000 compounds, 0.44% hits; inhibition, % at 3 µM; HEK293 GalR3-CNG cAMP membrane potential fluorescence; galR3 body fused to GalR1 C-terminus; O60755;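 active = inhibition above the screen-wide average plus 3 SD, cut at about 13% in these data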;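 also: forskolin and galanin both at EC90 stimulate the cells; cAMP rise reported by CNG channel membrane potential dye signal; 0% = forskolin plus galanin with DMSO and 100% = forskolin alone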
# Target sequence (O60755 1-299 limits assumed): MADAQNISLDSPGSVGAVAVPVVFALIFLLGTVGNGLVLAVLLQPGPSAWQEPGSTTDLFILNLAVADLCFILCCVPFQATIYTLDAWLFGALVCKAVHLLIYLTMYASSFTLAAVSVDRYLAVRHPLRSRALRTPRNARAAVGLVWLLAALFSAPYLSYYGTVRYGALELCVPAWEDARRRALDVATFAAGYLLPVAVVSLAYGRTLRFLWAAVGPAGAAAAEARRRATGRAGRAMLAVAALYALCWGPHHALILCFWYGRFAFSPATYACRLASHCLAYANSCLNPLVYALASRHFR
# MEKK2wt PB1 HTS = raises or lowers MEK5 binding to wildtype human MEKK2 PB1 domain; Q9Y2U5; bead flow cytometry, Alexa488-MEK5 binding to MEKK2 WT; actives lie on both sides; binding response (% of control), % at 10 µM; 290,000 compounds, 1.1% hits; AID 1531; in the data active = binding response below about 67% or above about 130%
# MEKK3 PB1 HTS = MEKK3-MEK5 PB1 interaction, increase or decrease. bead-based flow cytometry, Alexa488-MEK5 binding to MEKK3; actives lie on both sides; 0 = blocked by unlabeled MEK5, 100 = vehicle. binding response (% of control), % at 10 µM. 290,000 compounds, 1.4% hits. AID 1529;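 active = binding response more than 3 SD above or below the average of its plate-row segment, actives on both sides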;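 also: Alexa488 bead fluorescence after subtracting the streptavidin-only scavenger bead signal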
# Target sequence (Q99759 whole entry, looked up): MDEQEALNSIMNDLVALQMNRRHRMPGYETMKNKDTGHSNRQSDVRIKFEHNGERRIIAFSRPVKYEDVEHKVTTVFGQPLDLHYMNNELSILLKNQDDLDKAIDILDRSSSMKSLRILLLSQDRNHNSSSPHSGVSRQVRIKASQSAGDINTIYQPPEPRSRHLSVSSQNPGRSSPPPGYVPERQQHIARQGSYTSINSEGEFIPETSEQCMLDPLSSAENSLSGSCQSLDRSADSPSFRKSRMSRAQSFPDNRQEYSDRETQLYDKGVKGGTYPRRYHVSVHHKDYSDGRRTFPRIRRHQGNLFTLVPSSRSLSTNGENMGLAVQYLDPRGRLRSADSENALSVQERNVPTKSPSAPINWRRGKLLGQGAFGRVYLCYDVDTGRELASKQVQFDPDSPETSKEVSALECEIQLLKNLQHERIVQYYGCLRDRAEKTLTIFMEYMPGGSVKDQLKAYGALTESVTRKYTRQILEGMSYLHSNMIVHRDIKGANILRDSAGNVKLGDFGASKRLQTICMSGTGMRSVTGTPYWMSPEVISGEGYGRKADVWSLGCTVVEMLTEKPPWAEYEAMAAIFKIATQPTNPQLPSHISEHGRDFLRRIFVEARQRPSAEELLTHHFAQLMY
# The depositor's hits bear a star; nt = not tested or not shown; & = joins results of further samples. These rows are one share of the data; count on the stated rates, not on these rows.
SMILES,SUMO HTRF inh,MEKK2 mut-MEK5,CRFBP-R2 block,HCV NS3 hel inh,CRFBP-R2 agonist,FID counter,GalR3 antag,MEKK2wt PB1 HTS,MEKK3 PB1 HTS
CC(=O)N1N=C2C3CCN(CC3)C2C1c1cccc2ccccc12 (configuration not stated),-2,8,-132,3,81*,-6,nt,82,72
Cc1cccc(NC(=O)OC2CN3CCC2CC3)c1 (configuration not stated),-11,6,15,0,6.6,1,-1,104,104
c1ccc2c(c1)CNc1ccccc1O2,23,4,31,-5,-1.8,4,-3,98,100
O=C(Nc1nc(-c2ccccc2)c(-c2ccccc2)s1)c1ccc(S(=O)(=O)N(CCCl)CCCl)cc1,-2,-1,9,9,-0.6,2,2,93,93
COc1ccc(C(=O)N2C[C@H]3C[C@@H](C2)c2cccc(=O)n2C3)cc1OC,11,1,9,10,4.2,-4,-6,98,98
O=C(O)Cn1cc(C(=O)c2ccccc2)c2ccccc21,15,-6,-22,2,3.7,-4,-6,98,99
O=[N+]([O-])c1ccc(N2CCNCC2)cc1NCC1CCCO1 (configuration not stated),-15,1,22,-1,-1.9,12,-7,105,100
Cc1nn(Cc2c(Cl)cccc2Cl)c(Cl)c1C(=O)O,2,4,-16,6,-0.1,-2,-5,-4.0*,102
CC1NCCC2(O)CCCCC12 (configuration not stated),-1,-9,6,1,0.1,2,-3,95,95
CC1CN(C(=O)CCC(=O)N2CCC3(CC2)OCCO3)c2cc(Cl)ccc2O1 (configuration not stated),2,-1,7,3,-3.4,-33,-2,100,102
CCNC(=O)NC(=O)C(C)OC(=O)c1c(C)nn(Cc2ccccc2Cl)c1Cl (configuration not stated),-10,-1,5,2,-0.7,-35,-1,101,97
CCN1CCN(C(=O)Cc2ccc(C)cc2)CC1,19,4,-8,5,-1.3,-2,-5,104,106
Nc1ccc(S(=O)(=O)N2CC3CC(C2)c2cccc(=O)n2C3)cc1 (configuration not stated),3,3,-6,15,-1.2,1,1,98,103
CCC(=O)CC(c1ccccc1)c1c(O)c2ccccc2sc1=O (configuration not stated),0,-1,16,-2,0.8,-26,-1,101,105
CC(c1ccccc1)n1cncc1C(=O)O (configuration not stated),-13,16,4,-3,-2.2,1,-1,92,84
CCOc1ccc(Cl)cc1CNCCc1ccccc1F,8,-8,14,-13,1.4,16,-2,100,99
O=C(c1ccc(Br)cc1)C12CN3CN(CN(C3)C1)C2,3,3,-3,3,-0.4,-8,-7,100,101
O=C1NC(=O)N(c2ccc3c(c2)OCO3)C(=O)/C1=C/c1ccc(N2CCCC2)o1,1,0,-33,1,30,-8,-7,101,101
COc1ccc(NC2=NC(C)(C)CS2)cc1,26,0,-9,4,0.6,-8,-2,106,103
Cc1ccc(-n2c(O)c(C=Nc3ccc(Br)cn3)c(=O)[nH]c2=O)cc1,-14,1,-2,2,1.9,-10,-4,98,102
CCC(C)N1CCN(C(=O)COc2ccc3ccccc3c2)CC1 (configuration not stated),2,2,4,0,-0.1,-2,-8,102,103
O=C(COc1ccc2ccccc2c1)N1CCN(Cc2ccncc2)CC1,-3,7,-1,3,-0.6,-11,-1,101,101
CCCn1c(C(=O)c2ccc(OC)cc2)nc2ccccc21,7,-9,-2,-2,0.4,-16,-7,84,90
O=C(Cc1ccccc1)OCCN1CCCCC1,22,6,-14,0,-1.2,3,-4,104,103
CN(C)P(=NC(=S)c1cccn1C)(N(C)C)N(C)C,-5,1,-5,-19,1.9,1,-1,104,101
O=C(N/N=C/c1c(O)n(CCC2=CCCCC2)c(=O)[nH]c1=O)c1ccccc1,-34,1,25,12,2.4,-28,4,111,149*
CCCc1c(C)nc(-c2ccc(C)cc2)nc1OC(=O)N(C)C,16,-5,-10,-9,-0.3,-33,0,99,98
Cc1ccc(-n2c(C)nc3cc(Cl)ccc3c2=O)nc1,15,0,-1,-18,3.0,-9,-11,103,102
COc1cc2c(cc1OC)-c1c(OC)c(OC)c(OC)c3ccnc(c13)C2=O,2,-3,24,7,2.2,-20,nt,93,105
CNC(=O)Nc1ccc(C(O)(C(=O)OC)C(F)(F)F)cc1 (configuration not stated),-3,-2,12,-7,0.3,-2,-4,97,98
N#Cc1ccccc1NC(=O)CN1CC=C(c2ccccc2)CC1,-6,-4,-1,9,1.9,-11,4,90,102
C=CCN1C(=O)/C(=C/c2cccs2)C(=O)NC1=S,-3,17,-9,18,-0.1,-7,-3,120,109
C=CCn1c(O)c(C(C)=NCCCN2CCOCC2)c(=O)[nH]c1=O,0,12,-5,2,-0.9,2,-4,105,103
CCc1nn(CC(=O)N2CCC3(CC2)OCCO3)c(=O)c2cc3ccccc3n12,14,4,6,18,-0.7,-37,-5,103,106
Cc1ccnc(-n2c(C)cc(C=C3C(=O)N(C)C(=S)N(C)C3=O)c2C)c1,41,1,-14,2,9.3,-10,12,85,98
CCOC(=O)C1CCN(C(C)C(=O)c2c[nH]c3ccccc23)CC1 (configuration not stated),2,0,5,13,-0.6,3,nt,103,101
Cc1cccc(OP(N)(=O)Oc2cccc(C)c2)c1,20,29,1,-7,-0.2,-9,0,120,132*
CC1=CC(=C2C(=O)NC(=S)NC2=O)C=C(C(F)(F)F)N1Cc1ccccc1,-11,-2,15,8,-0.5,-7,0,92,99
CCC(=NCc1ccco1)c1c(O)[nH]c(=O)[nH]c1=O,2,-5,-30,2,2.4,1,1,89,90
Nc1ccc2nonc2c1[N+](=O)[O-],8,-1,-31,-2,70*,-1,-4,104,107
COc1ccccc1N1CCN(Cc2c(F)cccc2Cl)CC1,-5,0,61*,2,-0.5,-4,-1,99,104
CC(=O)Nc1ccc(OC(=O)c2ccccc2N)cc1,-2,0,8,-9,-2.2,4,-1,100,102
COc1cccc(-n2c(CN3CCOCC3)nc3ccc([N+](=O)[O-])cc3c2=O)c1,15,7,-14,-4,0.2,-15,-9,105,103
CCOC(=O)C(C)Oc1cc(C)cc2oc(=O)c3c(c12)CCCC3 (configuration not stated),11,4,2,2,-6.8,-14,-7,101,93
CC(C)C(=O)NC(Oc1ccccc1Cl)C(Cl)(Cl)Cl (configuration not stated),-3,-3,33,-2,-1.6,1,-6,93,99
COC(=O)C1=C(N)Oc2c(c(=O)oc3ccccc23)C1c1cccnc1 (configuration not stated),9,-2,5,19,-1.3,-16,-4,98,96
C[C@]12CCC(=O)C=C1CC[C@@H]1C2[C@H](O)C[C@]2(C)C(=O)CCC12 (some centres not stated),8,6,13,12,0.2,-11,-10,101,102
O=C(N/N=C/c1c(O)n(C2CC2)c(=S)[nH]c1=O)c1ccccc1O,29,12,3,12,-2.0,-4,12,106,104
Cc1oc(-c2ccccc2F)nc1CS(=O)CC(=O)N1CCC2(CC1)OCCO2 (configuration not stated),-14,2,11,-15,1.8,-13,-5,100,100
CN1CCN(c2c(N)c(=O)oc3ccccc23)CC1,0,1,7,-7,-1.4,2,-9,103,106
COc1ccc(-c2nn(CCC#N)cc2C(=O)Nc2ccc(C(C)=O)cc2)cc1,14,17,-24,1,0.0,-14,-1,111,111
CCN1CC2([N+](=O)[O-])CC=C(Cl)C([N+](=O)[O-])(C1)C2 (configuration not stated),-6,-2,-16,-2,-0.1,-3,-2,101,99
COc1ccc(CC(=O)N2C[C@H]3C[C@@H](C2)c2cccc(=O)n2C3)cc1,-1,5,5,13,-0.5,-4,-6,107,104
O=C(O)c1ccc(N=Cc2c(O)[nH]c(=O)[nH]c2=O)cc1,10,9,-8,9,1.3,-1,12,109,103
c1cncc(CNC2CCCCC2)c1,14,15,4,4,-0.9,-3,-6,117,109
CCOc1cc(C2NCc3ccccc3-n3cccc32)ccc1O (configuration not stated),2,nt,-9,-13,14,7,-7,nt,nt

# Following part
SMILES,SUMO HTRF inh,MEKK2 mut-MEK5,CRFBP-R2 block,HCV NS3 hel inh,CRFBP-R2 agonist,FID counter,GalR3 antag,MEKK2wt PB1 HTS,MEKK3 PB1 HTS
O=C1CN(O)C(c2ccccc2Cl)=c2cc(Br)ccc2=N1,11,5,1,-3,2.2,-6,-10,102,105
COc1ccc(N=C(C)c2c(O)n(C)c(=O)n(C)c2=O)c(OC)c1,5,-1,-27,-3,2.3,4,-3,102,100
Cc1cc(C)n(CCOC(=O)C2C(C=C(Cl)Cl)C2(C)C)n1 (configuration not stated),11,-4,38,-8,-2.4,-30,-3,97,97
COc1ccccc1Cn1c(SCC(=O)C(C)(C)C)nc2cc(C(=O)N3CCC4(CC3)OCCO4)ccc2c1=O,-18,-1,nt,-4,nt,-3,nt,103,103
O=c1[nH]c(=O)n(Cc2ccco2)c(O)c1/C=N/N1CCCCCC1,21,-2,-19,15,-0.1,-3,-1,98,101
CC(=O)N1CCC2(CC1)CC(=O)c1cc(OCC(=O)N3CCC4(CC3)OCCO4)ccc1O2,36,-28,-6,2,0.5,-18,-1,74,72
CCOc1ccc(C2C(C#N)=C(N)Oc3c2c(=O)oc2ccccc32)cc1 (configuration not stated),23,4,30,14,-0.3,-13,-1,100,94
CC(=O)c1ccccc1NC(=O)C1C2CCC(O2)C1C(=O)O (configuration not stated),18,1,nt,-1,nt,4,nt,93,96

# Full records from above:
# Nc1ccc2nonc2c1[N+](=O)[O-] as listed: SUMO HTRF inh = 8; MEKK2 mut-MEK5 = -1; CRFBP-R2 block = -31; HCV NS3 hel inh = -2; CRFBP-R2 agonist = 70*; FID counter = -1; GalR3 antag = -4; MEKK2wt PB1 HTS = 104; MEKK3 PB1 HTS = 107
# CC(=O)N1N=C2C3CCN(CC3)C2C1c1cccc2ccccc12 (configuration not stated) as listed: SUMO HTRF inh = -2; MEKK2 mut-MEK5 = 8; CRFBP-R2 block = -132; HCV NS3 hel inh = 3; CRFBP-R2 agonist = 81*; FID counter = -6; GalR3 antag = nt; MEKK2wt PB1 HTS = 82; MEKK3 PB1 HTS = 72

# (next part)
SMILES,SUMO HTRF inh,MEKK2 mut-MEK5,CRFBP-R2 block,HCV NS3 hel inh,CRFBP-R2 agonist,FID counter,GalR3 antag,MEKK2wt PB1 HTS,MEKK3 PB1 HTS
CC(C)Nc1nc(Cl)nc(NC(C)C)n1,19,3,-9,2,-0.6,-8,-3,109,103
CCC(CC)C(=O)NC1CCSC1=O (configuration not stated),-18,-5,6,4,0.6,-2,0,90,88
O=c1c2ccccc2nc(-c2ccco2)n1-c1ccc(Br)cn1,2,-6,-8,4,-1.1,-3,-3,96,97
CC1(C)CN=C(Nc2ccc(F)c(F)c2)S1,5,14,-41,-3,8.7,-1,nt,118,116
CC(=NCC1CCCO1)c1c(O)n(-c2ccc(C)cc2)c(=O)[nH]c1=O (configuration not stated),13,-3,7,-4,-0.4,-8,-7,95,100
O=C(Cn1cnc2sc3c(c2c1=O)CCCC3)NCCC(=O)N1CCC2(CC1)OCCO2,10,0,15,8,-2.3,-30,-4,92,99
C[C@]12N[C@H](Cc3ccccc31)c1ccccc12,nt,3,-7&6,nt,3.8&-0.8,nt,-1,110,107
CCN(CC)P(=O)(/C=C(\Cl)c1ccccc1)/C=C(\Cl)c1ccccc1,-4,-8,1,10,-0.3,-10,-3,95,112
CC(=O)c1ccc(-c2ccccc2)cc1,-2,3,5,6,0.6,-6,-4,100,85
